Source: PubChem (several laboratories)
EP2 modulator: EP2 receptor modulators, cAMP readout, primary screen, cell-based, HTRF cAMP, PGE2 stimulation; Prostaglandin E2 receptor EP2 subtype (Homo sapiens), P43116; EP2-expressing cells, cAMP HTRF FRET, PGE2 co-stimulation; induction, % at 25 µM; actives 0.83% (n = 260,000);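 active = compounds whose cAMP rise, as percent of the full-agonist control response, exceeds 60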;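 note: rat C6 glioma line stably carrying human EP2 under a CMV promoter; the protocol text gives 20 µM as final concentration; 100% = response of wells given 1 µM PGE2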
Target sequence (P43116 whole entry, looked up): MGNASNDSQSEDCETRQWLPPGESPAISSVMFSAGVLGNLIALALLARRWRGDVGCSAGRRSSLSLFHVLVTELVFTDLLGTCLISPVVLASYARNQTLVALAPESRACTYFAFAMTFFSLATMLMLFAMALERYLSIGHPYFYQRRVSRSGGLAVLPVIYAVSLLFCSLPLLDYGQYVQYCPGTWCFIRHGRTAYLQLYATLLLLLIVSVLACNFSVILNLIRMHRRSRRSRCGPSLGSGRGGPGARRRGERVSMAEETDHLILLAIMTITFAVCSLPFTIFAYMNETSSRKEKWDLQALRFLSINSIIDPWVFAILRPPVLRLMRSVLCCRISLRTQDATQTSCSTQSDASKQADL
CHOP inhibitor: inhibitors of CHOP promoter induction, primary screen, cell-based, unfolded protein response, luciferase reporter; CHO-K1 CHOP-promoter luciferase, tunicamycin-induced, 15-18 h; inhibition, % at 10 µM; actives 3.8% (n = 220,000); AID 2732, 2010;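 active = compounds that reduced the stress-induced luciferase reporter signal by more than about 70% of percent inhibition, limit read from the data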;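 note: 0% = tunicamycin plus vehicle and 100% = wells without tunicamycin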
EP2 antag: human EP2 receptor antagonists, primary screen, TR-FRET cAMP, C6 glioma cells | actives 0.52% (n = 260,000) | AID 1422, 2008 | C6 glioma cells expressing human EP2; cells stimulated with saturating PGE2 | inhibition, % at 25 µM;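 active = percent inhibition above 40 after rounding to a whole number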;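 note: rat C6 glioma host cells with rolipram phosphodiesterase inhibitor present; the protocol text gives 20 µM as final concentration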
TRPML3 ag: human TRPML3 channel agonists, primary screen, cell-based, HEK293 TRPML3-YFP, Fluo-8 calcium fluorescence, 3 µM. AID 1448, 2008. activation, % at 3 µM. 100% = the carbachol control signal. actives 0.29% (n = 220,000);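 active = activation above its plate's cutoff, the mean activation of the plate's test wells plus 3 SD, cut at about 12% in these data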;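 note: 0% = DMSO only wells and 100% = carbachol wells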
Target sequence (Q8TDD5 whole entry, looked up): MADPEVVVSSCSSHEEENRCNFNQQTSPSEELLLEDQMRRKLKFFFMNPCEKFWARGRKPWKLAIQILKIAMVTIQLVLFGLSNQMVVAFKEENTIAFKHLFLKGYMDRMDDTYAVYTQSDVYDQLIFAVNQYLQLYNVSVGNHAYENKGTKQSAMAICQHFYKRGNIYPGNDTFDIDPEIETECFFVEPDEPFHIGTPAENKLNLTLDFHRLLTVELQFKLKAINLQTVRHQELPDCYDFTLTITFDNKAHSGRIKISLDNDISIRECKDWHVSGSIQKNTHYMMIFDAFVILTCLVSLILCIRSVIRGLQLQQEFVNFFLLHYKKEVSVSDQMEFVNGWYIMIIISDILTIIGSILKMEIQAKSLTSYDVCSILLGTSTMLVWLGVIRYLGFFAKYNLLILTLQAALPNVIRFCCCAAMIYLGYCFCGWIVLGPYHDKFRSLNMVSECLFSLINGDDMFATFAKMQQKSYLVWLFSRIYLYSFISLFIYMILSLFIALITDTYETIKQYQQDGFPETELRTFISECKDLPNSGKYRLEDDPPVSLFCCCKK
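Material: HEK293 cells stably carrying human TRPML3-YFP; compound dosing: single dose, 3 µM final nominal compound, 0.3% DMSO final; incubation: 1-h 37 °C dye load, 5-s basal, 120-s post-compound reads; technique: Fluo-8 intracellular calcium fluorescence, excitation 470-495 nm, emission 515-575 nm; read-out basis: percent activation from peak-to-basal fluorescence ratio, scaled between DMSO and carbachol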
zfTRPN1 agonist: zebrafish TRPN1 channel agonists, primary screen, cell-based, HEK293, calcium fluorescence; transient receptor potential cation channel N1 (TRPN1/NompC), Danio rerio; HEK293 zebrafish TRPN1-YFP, Fluo-8 calcium fluorescence; 100% = response to 87 µM carbachol; activation, % at 3 µM; actives 0.18% (n = 220,000); AID 1424, 2008;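 active = activation above its plate's cutoff, the mean activation of test wells on that plate plus 3 SD, cut at about 19% in these data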;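 note: 0% = DMSO alone and 100% = 87 µM carbachol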
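Material: zebrafish TRPN1-YFP in HEK293 cells; Doses: single test compound dose, 3 µM nominal, 0.3% DMSO; Timing: dye loading 1 h at 37 °C, then 30 min room temperature; Technique: intracellular calcium fluorescence with Fluo-8; Benchmarks: high carbachol 87 µM, low DMSO alone.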
PPC-1+TRAIL kill: compounds killing PPC-1 cancer cells with TRAIL present, primary screen, TRAIL potentiator project, ATPLite luminescence, uHTS | PPC-1 cells + TRAIL, ATPLite viability luminescence | cell killing (% activity), % at 4 µM | actives 0.41% (n = 220,000);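 active = cell killing above 50% in the first pass at 4 µM, then a duplicate retest at 5 µM averaging 50% or more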;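 note: plate controls were cells with TRAIL plus DMSO for no effect and medium-only wells lacking cells for full effect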
NPY Y1 blocker: NPY-Y1 receptor antagonists, primary screen, cell-based; Neuropeptide Y receptor type 1 (Homo sapiens), P25929; HEK293-CNG Y1 cells, membrane potential fluorescence; NPY at EC95, then isoproterenol; inhibition, % at 3.6 µM; actives 1% (n = 200,000);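 active = inhibition above the campaign mean inhibition of all tested compounds plus 3 SD, cut at about 20% in these data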;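 note: 0% = DMSO wells given NPY plus isoproterenol and 100% = isoproterenol alone without NPY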
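Test system – HEK293 Y1/CNG channel cell line · Also added – NPY agonist 25 nM, then isoproterenol 1 µM plus Ro 20-1724 25 µM · Compound dosing – one concentration, 3.6 µM, in 0.4% DMSO · Schedule – compound incubation 1 h at room temperature, readout 45 min post-stimulation · Technique – fluorescence, membrane potential probe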
14-3-3 Bad PPI: inhibitors of 14-3-3 zeta/Bad binding, primary screen, biochemical, TR-FRET, bovine 14-3-3 zeta; 14-3-3 protein zeta/delta (Bos taurus), P63103; TR-FRET 14-3-3zeta/Dy647-pBad peptide displacement, 1 h; inhibition, % at 21.7 µM; actives 0.71% (n = 220,000);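 active = inhibition above about 70%, limit read from the data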;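 note: 0% = full 14-3-3 plus peptide FRET controls and 100% = background without 14-3-3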
NPY1 pot ag: NPY-Y1 receptor potentiators or agonists, primary screen, cell-based. NPY-Y1 expressing cells, potentiator/agonist activation. activation, % at 3.6 µM. actives 0.37% (n = 220,000). Neuropeptide Y receptor type 1 (Homo sapiens), P25929; in the data active = activation above about 33%, passing the limit was not always enough;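 note: cells stimulated with NPY at EC10 then isoproterenol at EC100; 0% = low agonist plus stimulus and 100% = saturating agonist plus stimulus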
* hit, by the source's call; . = not tested or not shown; [ ] = remark or other dose. Some of the compounds tested; rates above refer to the full screens.

Values in the order – EP2 modulator | CHOP inhibitor | EP2 antag | TRPML3 ag | zfTRPN1 agonist | PPC-1+TRAIL kill | NPY Y1 blocker | 14-3-3 Bad PPI | NPY1 pot ag
> O=C(CSc1ccccc1)Nc1ccc(S(=O)(=O)NCC2CCCO2)cc1 (centres undefined)
    3.8 | 43.3 | 3.5 | 0.1 | -0.4 | -3.5 | 5.5 | -1.9 | -2.8
> Cc1cc(=O)n2c(n1)NC(=NCc1ccccc1)NC2c1ccccc1 (centres undefined)
    -1.2 | 1.8 | 9.8 | -0.3 | 0.7 | 3.9 | . | -5.5 | -7.3
> CCCCn1c(=O)nc2n(-c3ccccc3)c3ccccc3cc-2c1=O
    19.5 | -5.1 | 7.9 | 1.2 | -2.7 | 24.1 | 6.2 | 18.2 | -2.8
> Cc1cccc(NCC(=O)c2c(N)n(C)c(=O)n(C)c2=O)c1C
    0.6 | 59.3 | 5.5 | 0.8 | 1.7 | 3.7 | 1.1 | -6.5 | 11.4
> CCC(C)[C@@H](N)C(=O)N/N=C/c1cccc2nccnc12 (some centres undefined)
    -29.1 | 4.8 | 0.4 | 0.8 | 0.3 | -5.4 | . | 8.6 | -5.6
> Cc1cc2nc(-c3cccnc3SCC(=O)NC3CC3)[nH]c2cc1C
    -38.6 | -7.0 | 8.6 | -0.2 | 0.0 | 21.3 | 7.9 | 5.2 | -26.0
> Cc1c(/C=N/NC(=O)c2cccnc2)c2ccccc2n1Cc1ccccc1
    -39.0 | 19.1 | 11.1 | 1.3 | 3.4 | 26.1 | -4.7 | 2.5 | 6.7
> CC(=NCCCN(C)C)C1=C(O)c2ccccc2C1=O
    -16.7 | 17.6 | 13.8 | 0.6 | -0.3 | -7.5 | -2.9 | -8.4 | -12.8
> C1CCC2(CC1)C1=C(CCCC1)Nc1nnnn12
    8.0 | 14.1 | 5.4 | -0.6 | -0.4 | 7.2 | -0.5 | -1.5 | -20.5
> Fc1ccc(-c2nc3ccccc3c3nc4ccccc4n23)cc1
    12.2 | 31.1 | 1.8 | 0.0 | 0.0 | 14.0 | 7.3 | 1.0 | -8.2
> CCCCn1c(SCC(=O)Nc2nnc(C)s2)nnc1-c1ccncc1
    26.5 | -13.6 | 6.1 | 0.5 | -1.1 | -2.3 | 0.5 | -14.1 | 2.4
> CC1CC(=O)c2cn3c(nc2C1)nc1ccccc13 (centres undefined)
    21.9 | -16.1 | 5.6 | 0.7 | -0.9 | 12.7 | -2.9 | -2.8 | -14.2
> Cc1cc(C)nc(SCc2cc(=O)c(OC(=O)c3ccc(S(=O)(=O)N(C)C)cc3)co2)n1
    -4.2 | 30.6 | 10.4 | 0.7 | 1.1 | 6.8 | 0.2 | 3.7[fluorescence artefact?] | -14.1
> Cc1nc(NC(N)=S)sc1C(=O)Nc1ccccc1
    27.9 | -2.0 | 3.6 | 0.8 | 1.4 | 19.1 | 2.9 | -3.7 | 7.3
> CNc1nc(-c2ccc(OC)cc2)c(-c2ccc(OC)cc2)s1
    -4.4 | 42.0 | 2.0 | 0.7 | -0.6 | 5.2 | 3.5 | -5.8 | 15.5
> O=C(N/N=C\c1cccc([N+](=O)[O-])c1O)C1COc2ccccc2O1 (centres undefined)
    3.8 | 35.5 | 7.1 | -0.7 | -0.8 | 22.7 | 2.2 | 1.0 | -10.7
> CCOC(=O)c1ccc(NC(=O)NCc2ccn(CC)n2)cc1
    7.8 | 5.2 | 4.1 | 0.8 | 0.8 | 10.3 | -3.8 | -1.2 | 18.1
> CC1CCN(c2ccccc2NC(=O)c2ccc(F)cc2)CC1
    75.3* | 46.6 | 2.1 | 0.1 | -0.1 | 0.5 | 16.9 | -0.5 | -22.3
> Cc1cc(C)c(S(=O)(=O)NCC2CCC(C(=O)NCc3ccccn3)CC2)c(C)c1 (centres undefined)
    -19.5 | 21.4 | 2.8 | 0.0 | 0.3 | 5.1 | 1.6 | -5.1 | 3.6
> CC(=O)c1cccc(NC2c3ncccc3C(=O)N2Cc2ccco2)c1 (centres undefined)
    -44.9 | -3.6 | 5.9 | 0.7 | 0.1 | 2.1 | -1.4 | -3.2 | 21.3
> CN(CCC#N)S(=O)(=O)c1ccc2c(c1)c(=O)n(C)c(=O)n2C
    27.8 | -22.5 | 14.7 | 0.9 | -1.2 | -22.7 | -4.5 | 11.7 | 1.9
> NC(=O)c1nc(-c2ccco2)nc2c1[nH]c(=O)n2-c1ccc(Cl)c(Cl)c1
    -14.0 | -18.0 | 11.1 | -0.4 | 1.9 | 21.1 | . | 43.5 | -4.7
> CCCCCCn1c(N(CC)CC)nc2c1c(=O)[nH]c(=O)n2C
    33.2 | 48.9 | 11.9 | -1.4 | 0.1 | 2.2 | 1.2 | -8.2 | -8.4
> N#Cc1ccc(CSc2ncnc3c2cnn3Cc2ccccc2)cc1
    10.0 | 19.1 | 9.1 | 0.7 | 0.1 | -10.0 | 11.8 | -1.6 | -10.5
> CC1=NNC(=O)C1CC(=O)N/N=C/c1cccs1 (centres undefined)
    -22.2 | 4.9 | 2.6 | 0.9 | 0.4 | -1.5 | . | -0.3 | 9.2
> O=C(NCc1ccco1)C(c1cccnc1)N(C(=O)Cn1nnc2ccccc21)c1ccc(F)cc1 (centres undefined)
    27.0 | 26.1 | 16.0 | 0.6 | -0.5 | 25.8 | -4.5 | -7.7 | 6.8
> Cc1cccc(NC2=NC(=S)N(CC#N)C23CCCCC3)c1
    28.9 | 25.8 | 10.5 | -0.7 | -1.3 | 2.2 | -3.5 | 1.4[fluorescence artefact?] | -22.2
> C=CCCOc1ccccc1C(N)=O
    -2.5 | 7.9 | 8.7 | 0.7 | 1.1 | 20.6 | . | -6.1 | -10.9
> COc1ccc(-c2nc(C#N)c(NCC3CCCO3)o2)cc1 (centres undefined)
    -35.5 | -21.7 | 19.3 | 0.8 | -0.5 | 6.1 | 5.9 | 8.2 | -21.6
> COc1ccc2c(C)c(Cc3ccccc3)c(=O)oc2c1OC
    18.0 | 20.2 | 5.8 | 2.1 | 1.2 | -21.5 | 1.2 | 4.5 | -1.8
> C#CCOCCOCCOCCNc1nc(N2CCN(C(=O)[C@H](CCCCN)n3cc(C(N)[C@H](C)CC)nn3)CC2)nc(N2CCN(C(=O)[C@H](CCC(=O)O)n3cc(C(N)[C@H](C)CC)nn3)CC2)n1 (some centres undefined)
    21.9 | 11.5 | . | 1.1 | -0.5 | 18.2 | -1.7 | 44.2 | 10.3
> CCN(CC)C(=O)c1sc2[nH]c(=S)n(-c3ccccc3)c(=O)c2c1C
    60.7* | 25.8 | 9.8 | 0.5 | 1.2 | 27.4 | 2.8 | 0.8 | 0.9
> COC(=O)COC(=O)c1ccc(Oc2nc(OC)nc(N(C)C)n2)cc1
    -11.5 | 6.7 | 10.9 | -0.2 | 0.5 | 41.4 | 8.2 | 7.0 | -8.8
> Cc1cc(C(=O)Nc2c(C)cccc2C)n(-c2ccccc2)n1
    17.8 | -18.8 | 7.9 | -0.8 | -0.4 | 13.5 | -1.5 | 2.9 | -5.5
> COc1ccc(CN2C(=O)C(O)(CC(=O)c3c(C)n[nH]c3C)c3ccccc32)cc1OC (centres undefined)
    -7.7 | 7.5 | 7.2 | 0.5 | -0.6 | 0.5 | -3.1 | . | 14.9
> O=C(NCc1ccc(F)cc1)C1CCCN(S(=O)(=O)c2cccc3nsnc23)C1 (centres undefined)
    7.2 | 16.2 | 8.4 | 0.0 | -1.4 | 1.3 | 2.3 | 3.7 | 5.0
> CC1CCCN(C(=O)CSCC(=O)Nc2nc(-c3cccs3)cs2)C1 (centres undefined)
    -7.8 | 35.1 | 10.7 | 2.8 | 6.1 | 11.1 | 9.0 | 3.7 | -7.9
> COCCNC(=O)NC(=O)COC(=O)c1ccc2[nH]c3c(c2c1)CCCC3
    -39.4 | 13.7 | 2.2 | -0.5 | 0.4 | -23.0 | -9.7 | -3.8 | 23.5
> CCCCNC(=S)N(Cc1c(C)noc1C)c1ccccc1
    11.7 | 8.1 | 2.6 | -0.8 | -2.2 | 13.3 | 3.2 | -16.2[fluorescence artefact?] | 0.1
> CC(C)(C)SCCNS(=O)(=O)c1ccc(C#N)cc1
    -4.7 | -7.5 | 11.2 | 0.6 | 0.6 | -11.4 | . | 0.4 | -2.1
> O=C(Cn1c(=O)oc2ccccc21)N1CCN(c2ccccc2)CC1
    20.9 | 9.4 | 1.3 | 0.8 | -0.2 | 15.2 | 0.6 | -19.9 | -27.7
> CC(CC(=O)O)C(=O)c1ccc(Cl)c([N+](=O)[O-])c1 (centres undefined)
    1.6 | -12.6 | 6.4 | 1.0 | -0.7 | 0.7 | -2.3 | 1.9 | -5.9
> CC(=O)Nc1ccc(S(=O)(=O)NNC(=O)COc2ccc(C(C)(C)C)cc2)cc1
    -23.7 | -4.9 | 6.0 | 0.3 | -0.3 | -6.6 | -3.2 | -3.3 | -15.2
> O=C(Nc1nc(-c2ccc3c(c2)OCO3)cs1)C1COc2ccccc2O1 (centres undefined)
    -41.7 | 1.7 | 12.8 | 0.1 | 1.4 | -5.9 | 13.7 | 6.6[fluorescence artefact?] | -25.4
> O=C(COC(=O)c1cnccn1)c1ccccc1
    30.1 | -1.7 | . | 0.4 | 1.5 | 3.0 | -3.2 | -2.7 | -0.8
> COc1ccc(S(=O)(=O)N[C@@H](CC(C)C)C(=O)O)cc1
    19.2 | -7.6 | 6.9 | 0.8 | 0.6 | 6.8 | 9.3 | 10.4[fluorescence artefact?] | -17.1

Ordered by count of non-hydrogen atoms (rising): three of the compounds above
Values in the order – EP2 modulator | CHOP inhibitor | EP2 antag | TRPML3 ag | zfTRPN1 agonist | PPC-1+TRAIL kill | NPY Y1 blocker | 14-3-3 Bad PPI | NPY1 pot ag
> CC1CC(=O)c2cn3c(nc2C1)nc1ccccc13 (centres undefined)
    21.9 | -16.1 | 5.6 | 0.7 | -0.9 | 12.7 | -2.9 | -2.8 | -14.2
> Cc1cccc(NCC(=O)c2c(N)n(C)c(=O)n(C)c2=O)c1C
    0.6 | 59.3 | 5.5 | 0.8 | 1.7 | 3.7 | 1.1 | -6.5 | 11.4
> COc1ccc(CN2C(=O)C(O)(CC(=O)c3c(C)n[nH]c3C)c3ccccc32)cc1OC (centres undefined)
    -7.7 | 7.5 | 7.2 | 0.5 | -0.6 | 0.5 | -3.1 | . | 14.9
